# D1 potentiator – Potentiators of Human D1 Dopamine Receptor: qHTS. D(1A) dopamine receptor (Homo sapiens), P21728. HEK293 TREx D1 cells, calcium flux, dopamine EC20 potentiation. potentiation, % at 10 µM. 0.036% of 360,000 active. AID 504651, 2011; in the data active means potentiation above about 30%; further: 0% is about no effect
# Target sequence (P21728 whole entry, looked up): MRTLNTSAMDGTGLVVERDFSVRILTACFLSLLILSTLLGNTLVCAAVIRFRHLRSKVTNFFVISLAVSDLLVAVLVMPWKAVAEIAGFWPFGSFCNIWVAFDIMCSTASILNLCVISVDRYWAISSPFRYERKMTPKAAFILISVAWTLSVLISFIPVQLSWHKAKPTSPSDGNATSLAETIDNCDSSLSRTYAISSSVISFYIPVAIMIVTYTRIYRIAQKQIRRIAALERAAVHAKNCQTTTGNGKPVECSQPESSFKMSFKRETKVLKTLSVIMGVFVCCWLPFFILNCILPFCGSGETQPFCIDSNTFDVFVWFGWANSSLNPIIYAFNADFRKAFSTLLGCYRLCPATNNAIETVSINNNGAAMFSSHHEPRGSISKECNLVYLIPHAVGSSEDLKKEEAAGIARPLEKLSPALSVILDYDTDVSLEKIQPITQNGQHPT
# Vif-A3F inh – qHTS for Inhibitors of Vif-A3F Interactions: qHTS; HeLa A3F-eYFP + Vif (tagged APOBEC3F with the HIV-1 protein that degrades it), YFP fluorescence increase; Potency, µM (series often up to 46.1 µM), for the others: top-dose activity, negative = active; 0.2% of 390,000 active; AID 602313, 2012; further: potency means the concentration at half of the fitted maximal effect; % of control where 0% means no effect; nearly all actives have a fitted effect of over 65% in size
#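 HeLa cells stably expressing A3F-eYFP plus Vif, plated and incubated overnight at 37 deg C, then exposed to compounds overnight at 37 deg C. Blocked degradation read as raised yellow fluorescence (Ex 488/Em 500-530).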
# Vif-APOBEC3G blk – qHTS for Inhibitors of Vif-A3G Interactions: qHTS | 0.076% of 410,000 active | HeLa A3G-eYFP + Vif (tagged APOBEC3G with the HIV-1 protein that degrades it), YFP fluorescence, overnight | Potency, µM (titrated, usually from 46.1 µM), for the others: at the highest dose activity, negative = active, usual class: inhibitors | DNA dC->dU-editing enzyme APOBEC-3G (Homo sapiens), Q9HC16;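 further: potency means the concentration at half of the fitted maximal effect; on the % scale 0 is the no-effect control and ±100 the full control effect; nearly all actives have a fitted effect of over 60% in size; hits raise eYFP signal because A3G escapes Vif-driven loss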
#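 HeLa cells stably expressing Vif and C-terminally eYFP-tagged A3G, seeded overnight at 37 deg C, then exposed to compound by pintool overnight at 37 deg C. Rise in yellow fluorescence (Ex 488/Em 500-530, Acumen) marks blocked Vif-driven A3G degradation.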
# D1 ag – Allosteric Agonists of the Human D1 Dopamine Receptor: qHTS. D(1A) dopamine receptor (Homo sapiens), P21728. HEK293 T-REx D1 cells, calcium flux, agonist mode. activation, % at 2 µM. 1% of 360,000 active. AID 504660, 2011; in the data active means activation above about 30%; further: 0% is about no effect
#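 Tetracycline-induced HEK293 TREx D1 cells, force-coupled to calcium signalling, were dye-loaded with a no-wash calcium kit. Compound was pin-added after a 10 s baseline. Fluorescence was read kinetically at 1 cycle/s for 180 s, with calcium rises flagged as agonism.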
# RXFP1 antag – qHTS Assay for Antagonists of the Relaxin Receptor RXFP1. Relaxin receptor 1 (Homo sapiens), Q9HBX9. HEK293-RXFP1, relaxin-stimulated cAMP HTRF, 30 min; hits give low values. activity change, negative = inhibition, % at 57.5 µM. 0.59% of 350,000 active. AID 1259400, 2018;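 active means activity change of -60% or lower, but not beyond a set lower limit; inconclusive means change between -60% and -40%, or beyond the set limit; inactive means change above -40%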; further: on the % scale 0 is the no-effect control and ±100 the full control effect
# D2 potentiator – HTS Assay for Positive Allosteric Modulators of the Human D2 Dopamine Receptor: Primary Screen for Potentiators; 0.34% of 340,000 active; potentiation, % at 10 µM; AID 485347, 2010; D(2) dopamine receptor (Homo sapiens), P14416; HEK293 T-REx D2, calcium flux, EC20 dopamine potentiation;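 active means potentiation over 3 SD above the plate norm, cut at about 30% in these data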; further: 0% is about no effect
# Target sequence (P14416 whole entry, looked up): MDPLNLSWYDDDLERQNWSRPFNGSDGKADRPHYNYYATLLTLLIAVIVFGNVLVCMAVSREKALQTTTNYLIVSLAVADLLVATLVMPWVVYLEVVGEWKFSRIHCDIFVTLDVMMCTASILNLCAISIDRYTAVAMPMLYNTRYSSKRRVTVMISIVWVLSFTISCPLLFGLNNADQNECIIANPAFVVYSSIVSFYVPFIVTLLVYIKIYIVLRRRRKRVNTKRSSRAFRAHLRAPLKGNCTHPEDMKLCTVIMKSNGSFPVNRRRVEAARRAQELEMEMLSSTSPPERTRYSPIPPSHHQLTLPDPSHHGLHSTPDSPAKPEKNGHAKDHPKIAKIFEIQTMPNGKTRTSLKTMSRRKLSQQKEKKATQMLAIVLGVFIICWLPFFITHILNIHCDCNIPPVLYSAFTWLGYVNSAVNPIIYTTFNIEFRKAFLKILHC
#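 Tetracycline-induced Hek293 Trex D2 cells, force-coupled to calcium, loaded with no-wash calcium dye. Compound added with 180 s kinetic read for agonism, then EC20 dopamine and a further 180 s read for potentiation.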
# D1 antagonist – Antagonist of Human D 1 Dopamine Receptor: qHTS. D(1A) dopamine receptor (Homo sapiens), P21728. HEK293 TREx D1 cells, calcium flux, dopamine EC80; hits give low values. activity change, negative = inhibition, % at 10 µM. 3.2% of 360,000 active; in the data active means activity change below about -30%; further: on the % scale 0 is the no-effect control and ±100 the full control effect
#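 HEK293 T-REx cells expressing inducible, force-coupled D1 receptor; no-wash Ca dye, 30–90 min RT. Cmpd → 180 s read at 1 Hz → EC80 DA → 180 s read.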
# GRP78 ERSR act – qHTS for Inducers of the Endoplasmic Reticulum Stress Response (ERSR) in Human Glioma: qHTS. U87-MG GRP78 promoter luciferase reporter, 16 h. Potency, µM, for the others: top-dose activation, actives largely listed as activators. 0.02% of 420,000 active. AID 602332, 2012; further: potency means the concentration at half of the fitted maximal effect; series mostly up to about 76 µM; % of control where 0% means no effect; nearly all actives have a fitted effect of over 35% in size
#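 ERSR induction read as luciferase luminescence (Bright-Glo, 10 min at room temperature) in stably transfected human U87-MG glioma cells exposed to compounds for 16 h, using GRP78 as sensor.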
# RXFP1 agonist – qHTS Assay for Agonists of the Relaxin Receptor RXFP1; Relaxin receptor 1 (Homo sapiens), Q9HBX9; HEK293T-RXFP1 cAMP TR-FRET, 30 min; response scale: percent of porcine relaxin response, buffer zero; Potency, µM (highest dose often 57.5 µM), inactives show at the top dose activation, usual class: activators; 0.3% of 370,000 active; further: potency means the concentration at half of the fitted maximal effect; on the % scale 0 is the no-effect control and ±100 the full control effect; nearly all actives have a fitted effect of over 60% in size; many of its hits are not listed in these tables
#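 HEK293T cells stably expressing RXFP1 were pretreated with the PDE4 inhibitor Ro 20174, exposed to compounds for 30 min at 37C, lysed, and cAMP was read by TR-FRET. Data normalized to buffer (basal) and 29 nM porcine relaxin (100%).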
# * marks the source's active call; other numbers are inactive results; ? = inconclusive; nt = not tested or not shown; & = joins results of further samples. Unless noted, the call rests on the fitted dose curve; in most records, active means well fitted curve in the direction sought with a large enough effect; inconclusive means small, poorly fitted or top-dose-only effect, or another doubt; inactive means no such curve, though single readings can be large; an effect the other way counts as inactive or inconclusive.
# Order of values: D1 potentiator, Vif-A3F inh, Vif-APOBEC3G blk, D1 ag, RXFP1 antag, D2 potentiator, D1 antagonist, GRP78 ERSR act, RXFP1 agonist
COCCNC(=S)N1CCC(C(=O)c2ccc3c(c2)OCCO3)CC1
    -3, 15%, 0%, 7, -8, 2, 10, 5%, -0.1%
Cc1ccc(C)c(NS(=O)(=O)c2ccc3c4c(cccc24)C(=O)N3)c1
    -2, -2%, -28%, 3, -79*, -4, 2, -11%, 0.4%
Cn1nc(C(=O)N2CCN(c3ccccc3F)CC2)c2c1-c1ccccc1SC2
    -3, -13%, 8%, 4, 10, -7, -35*, -2%, -1.3%
COc1ccccc1CNc1nc2ccccc2c2nc(-c3cccc(C)c3)nn12
    1, 0%, 1%, 1, 4, -3, 22, 1%, 0.6%
CCc1cc2c(C)ccc(C)c2nc1SCC(=O)Nc1c(C)[nH]c(=O)[nH]c1=O
    -5, -1%, 1%, 2, -13, -3, -22, -2%, 3.1%
COc1ccccc1N(C)S(=O)(=O)c1ccc(Cl)c(C(=O)Nc2cccc(C)n2)c1
    -7, -23%, -1%, 2, -8, -3, -11, -1%, -0.1%
COc1ccccc1C(=O)NC(=O)COC(=O)c1ccc(Cl)nc1
    -1, 1%, 0%, 1, -7, -9, -2, -5%, 0.1%
Cc1nn(CC(=O)NCCc2ccc(Cl)cc2)c(=O)c2cc3cc(F)ccc3n12
    -5, 2%, -2%, -1, -4, 2, 10, -2%, 1.3%
C#CCn1c(=NC(=O)c2cc(-c3cccs3)nc3ccccc23)sc2cc(S(N)(=O)=O)ccc21
    0, -20%, -14%, 1, -5, -3, -2, -3%, 5.1%
COc1ccc(CN2CCN(C(C)C)C(CCO)C2)cc1Cn1cncn1 (stereo not drawn)
    6, -4%, -8%, 0, -29, 0, 2, -3%, -0.2%
CC(C)Cn1c(=O)c2sccc2n2c(CCCC(=O)NCCc3ccc(Cl)cc3)nnc12
    -1, -1%, 0%, 3, 10, -5, 4, 6%, 0.2%
C[C@H](NC(=O)OC(C)(C)C)c1nnc(SCc2c(F)cccc2Cl)o1
    -2, 4%, 2%, 8, nt, 25, 7, -4%, -0.3%
O=C(O)c1cccc(Nc2ncnc3ccc(Br)cc23)c1
    0&-1, -3%&5%, 0%&-4%, 3&3, 6, 7&-6, 10&10, -5%&-3%, 15%&28%
S=C(Nc1ccc2c(c1)OCO2)NC1CCN(Cc2ccccc2)CC1
    -12, -3%, -1%, 9, 6, -26, -38*, -2%, 2.1%
NC1=NC2(CCCCC2)N(c2cccc(Cl)c2)C(N)=N1
    -3, -3%, 3%, 0, -7, 6, -15, -2%, -0.2%
COc1ccc(NC(=O)COC(=O)C2CC(=O)N(c3ccc(C)cc3)C2)cc1 (stereo not drawn)
    nt, 7%, 0%, 8, -4, 4, -27, -2%, -5.6%
CC1CCN(CCCNC(=O)C2CCC(=O)N2C2CCCC2)CC1 (stereo not drawn)
    0, 2%, 3%, -1, -2, -4, 11, -2%, -0.1%
CCc1cccc2c(C(=O)CN3C(=O)N(C)C4(CCCCC4)C3=O)c[nH]c12
    nt, -21%, -20%, 7, -5, -5, -7, -1%, 1.4%
O=C(NCCc1ccccc1)C1(c2ccccc2)CC1(Cl)Cl (stereo not drawn)
    3, -2%, 0%, 1, 7, 10, -2, 3%, 2.2%
CC1=NN(C(=O)c2ccc(C)cc2)C(O)(C(F)(F)OC(F)(F)F)C1 (stereo not drawn)
    nt, nt, -1%, nt, 6, nt, nt, -2%, 0.8%
OC(CN1CCCCC1)c1ccc2c3c(cccc13)CC2 (stereo not drawn)
    nt, 0%, 1%, nt, -5, nt, nt, -2%, nt
COc1ccc(OCCc2nnc(N)s2)cc1
    -10, 0%, 1%, 3, -7, 2, -9, 0%, 0.2%
CCn1c(C(=O)N2CCCC(C(=O)NCCc3ccc(C)cc3)C2)cc2sccc21 (stereo not drawn)
    -2, -14%, -2%, 1, -20, -4, 13, -2%, 0.9%
Cc1ccc(S(=O)(=O)N2CCCN(C(=O)OC(C)(C)C)CC2)cc1
    -6, 6%, -1%, 0, -19, -1, -6, -8%, 3.6%
O=C(CN1CCN(C(=O)C2COc3ccccc3O2)CC1)Nc1ccccc1 (stereo not drawn)
    -8, 9%, 0%, 3, 0, 4, -33*, -3%, -0.5%
CC(=O)C1=C(O)C(=O)N(Cc2ccccc2)C1c1ccc([N+](=O)[O-])cc1 (stereo not drawn)
    -2, nt, nt, 3, nt, 8, 1, nt, -0.2%
COc1ccc(NC(=O)Cc2cccs2)cc1S(=O)(=O)N1CCCCC1
    nt, 0%, -1%, nt, -1, nt, nt, -2%, nt
COc1cc(=O)[nH]c(SC(C)C(=O)Nc2cccc3ccccc23)n1 (stereo not drawn)
    -8, 9%, -3%, 2, -8, 4, -9, -1%, 7.3%
CCc1ccc(C(=O)NNC(=O)CN2C(=O)NC(CC)(c3ccccc3)C2=O)cc1 (stereo not drawn)
    -6, ?, 0%, 0, 9, -2, -7, -2%, -0.2%
COc1ccccc1N1CCN(C(=O)CSc2nc3ccccc3nc2Cc2ccc(F)cc2)CC1
    -2, -1%, -3%, 2, -2, 0, -3, -4%, 8.2%
CCC(=O)N1c2ccc(S(=O)(=O)N3CCN(c4ccccc4)CC3)cc2CC1C (stereo not drawn)
    0, -6%, 1%, -1, nt, -1, -4, -2%, 1.4%
N#CCOC(=O)/C=C/c1ccc2c(c1)OCO2
    -2, -8%, -4%, 3, -10, -8, 8, 4%, 4.0%
COCCN(C(=O)c1ccccc1)c1nnc(-c2cccnc2)s1
    -5, -13%, 2%, 2, -11, 8, -5, 2%, 0.3%
CCC(C)Nc1nc(N)c([N+](=O)[O-])c(NCCO)n1 (stereo not drawn)
    -6, -1%, -2%, 2, 1, 8, 6, -3%, 2.3%
CCCCCOCC1CC(C/C(C)=N/Nc2nc(-c3ccccc3)cs2)C(=O)O1 (stereo not drawn)
    nt, 1%, 0%, nt, -10, nt, nt, 1%, 0.6%
O=C(Nc1ccc2ccccc2c1)N1CCCN(CCOc2ccccc2)CC1
    -2, 0%, -8%, 0, -9, -22, -2, -4%, 1.4%
O=C(Nc1cc(S(=O)(=O)N2CCCCCC2)ccc1OCC(F)(F)F)C1CCC1
    3, 0%, 2%, 1, -16, 9, -5, -3%, -0.2%
CSc1nsc(SCC(=O)Nc2ccc(O)c(C(=O)O)c2)n1
    -6, -7%, 2%, -1, 6, 9, -9, -3%, 1.3%
COc1cc2c(cc1OC)-c1cc(Nc3ccc(N(C)C)cc3)nc(=O)n1CC2
    2, -16%, -7%, 1, 2, 1, -13, 5%, 4.3%
CCOc1nc(-c2ccc(OC)cc2)ccc1-c1noc(C)n1
    -5, -2%, 2%, 9, 0, 5, 1, -2%, 2.5%
CCc1c(C)c(C#N)c2[nH]c3ccccc3n2c1=S
    0, -7%, 2%, 5, -28, 2, -6, -4%, 6.5%
Cc1csc(NC(=O)CSc2nnc(Cn3c(=O)sc4ccccc43)n2-c2ccccc2)n1
    3, -8%, -1%, 3, nt, -9, 15, 5%, -1.1%
CC1(C(=O)N/N=C/c2c(F)c(F)c(F)c(F)c2F)CC1(Cl)Cl (stereo not drawn)
    nt, -12%, -15%, nt, -68*, nt, nt, 4%, nt
CCCSc1ncc(Cl)c(C(=O)Nc2ccc(S(=O)(=O)N3CCCC(C)C3)cc2)n1 (stereo not drawn)
    1, nt, nt, 3, -13, -1, -2, nt, 1.2%
O=C(NC1(c2ccccc2)CC1)C1CCC(=O)N(Cc2ccc(Cl)cc2)C1 (stereo not drawn)
    -2, 4%, 1%, 1, 11, 1, -3, -4%, -0.7%
CC(=O)c1cccc(NS(=O)(=O)c2csc(C(N)=O)c2)c1
    -1, -1%, -4%, 1, -1, 3, -21, -6%, -3.0%
COc1ccc(NC(=O)CN(C)C(=O)c2ccc(NS(=O)(=O)c3ccc(F)cc3)cc2)cc1
    -3, -8%, 0%, 2, 0, -6, -27, -3%, 0.1%
CCOC(=O)N1CCC(NC(=O)C2CCCN(S(=O)(=O)c3cccc4nsnc34)C2)CC1 (stereo not drawn)
    -4, -2%, 2%, 0, -6, -8, -4, -6%, -0.1%
COc1cccc(CNC(=O)Cc2ccc(-c3ccccc3)cc2)c1
    -2, -15%, -17%, 1, -7, 8, -7, -8%, 2.8%
O=C(Cc1cccs1)Nc1ccc([N+](=O)[O-])cc1
    -4, 6%, -4%, 3, 5, 12, -16, 3%, 2.3%
Cc1cc(F)ccc1S(=O)(=O)Nc1ncnc2sc3c(c12)CCC3
    0, 10%, 1%, 0, -6, 6, -15, -3%, 3.9%
COc1ccc(NC(=O)CSc2ccccc2)cc1S(=O)(=O)N1CCOCC1
    4, 0%, 0%, 4, 6, 6, 10, -2%, 0.0%
CC(C)CN(C(=O)c1cc2ccccc2o1)c1c(N)n(CC(C)C)c(=O)[nH]c1=O
    1, -6%, 3%, 0, 9, 17, -10, -5%, -0.1%
CCOC(=O)c1c(NC(C)=O)sc2c1CCCNC2=O
    -1, 0%, 1%, 0, -3, 5, 4, -1%, 1.0%
CCOC(=O)C1CCCN(C(=O)C2CCN(S(=O)(=O)c3c(C)noc3/C=C/c3ccc(C)cc3)CC2)C1 (stereo not drawn)
    -1, 0%, 3%, 4, nt, 7, -19, -1%, 0.2%
O=C(C1CCN(S(=O)(=O)c2ccc(F)cc2)CC1)N1CCCC(C(F)(F)F)C1 (stereo not drawn)
    -4, 4%, 0%, 2, 10, -2, -8, -5%, -1.2%

# Screens deposited in PubChem BioAssay by National Center for Advancing Translational Sciences (NCATS).

# Only part of the results is shown; rates above refer to the full screens.
